# Granule exo inh: LAMP-1 surface exposure blockers, TALL-104 cells – cell-based, flow cytometry, MLPCN library, primary screen; inhibition, % at 10 µM; AID 651702, 2012; TALL-104 LAMP-1 surface exposure; cells stimulated with thapsigargin and PMA; actives 0.66% (n = 360,000);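 active = inhibition above about 55%, limit read from the data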
# HIF-2a inh: HIF-2a reporter inhibitors, primary screen, luminescence, 786-0 RCC cells. inhibition, % at 18.8 µM. actives 0.72% (n = 360,000). 786-0 RCC cells HIF-2a reporter, luciferase luminescence, overnight;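 active = inhibition of the luminescence signal of 40% or more relative to plate controls, in a single-dose primary screen at 18.75 µM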
# aDG glyco act: activators of alpha-DG glycosylation, primary screen, uHTS, Pro5-aDG cells, AlphaScreen | alpha-DG glycosylation AlphaScreen (IIH6); 0% Pro5, 100% B10-LARGE cell signal | activation, % at 10 µM | actives 0.22% (n = 360,000);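 active = activation of at least 8% versus controls, or a plate z-score of at least 8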;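 note: Pro5 are CHO cells carrying HIG-tagged alpha-DG that lacks glycosylation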
# iPSC survival up: enhancers of single-cell hiPSC survival, primary screen, ATPlite luminescence. 100% = ROCK inhibitor wells, 0% = DMSO. survival enhancement, % at 20 µM. actives 0.044% (n = 360,000). AID 602274, 2012; in the data active = survival enhancement above about 18%;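 note: cells exposed to compounds for 16 hours before the ATP read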
# NR2E3 ag-1: NR2E3 agonists in two-hybrid cells, primary screen, cell-based, luminescence, CHO-S, Gal4-NCOR/VP16-NR2E3; actives 0.35% (n = 360,000); AID 602229, 2012; inhibition of corepressor binding, % at 3.98 µM; Photoreceptor-specific nuclear receptor (Homo sapiens), Q9Y5X4; luciferase;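 active = inhibition above the mean of all tested compounds plus 3 SD, cut at about 70% in these data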;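 note: 0% = DMSO with NR2E3 transfected cells and 100% = cells lacking NR2E3 construct; higher means lower luciferase signal from less NR2E3 corepressor binding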
# Target sequence (Q9Y5X4 whole entry, looked up, the tested form may be a part): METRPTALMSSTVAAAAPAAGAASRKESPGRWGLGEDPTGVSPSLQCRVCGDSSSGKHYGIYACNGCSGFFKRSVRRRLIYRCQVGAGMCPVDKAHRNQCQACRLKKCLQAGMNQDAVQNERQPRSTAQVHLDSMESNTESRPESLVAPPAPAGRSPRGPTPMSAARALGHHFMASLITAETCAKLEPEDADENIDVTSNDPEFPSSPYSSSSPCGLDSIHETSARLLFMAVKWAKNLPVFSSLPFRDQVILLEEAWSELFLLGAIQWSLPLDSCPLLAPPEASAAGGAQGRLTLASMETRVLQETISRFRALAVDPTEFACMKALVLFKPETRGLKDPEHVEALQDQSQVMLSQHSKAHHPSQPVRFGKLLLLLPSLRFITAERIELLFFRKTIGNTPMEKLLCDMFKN
# Vif imaging: HIV Vif self-association inhibitors, primary screen, imaging, HEK293T, single point; HEK293T cells, Vif self-association by quenched fluorescence, 24 h; inhibition, % at 7.49 µM; actives 0.35% (n = 340,000); AID 602346, 2012; in the data active = inhibition above about 50%, passing the limit was not always enough; note: some results filed as inactive read as strong as hits
# Peg3 promoter: Peg3 promoter-driven luciferase inhibitors, primary screen, cell-based, HeLa, luciferase luminescence. HeLa PEG-Prom luciferase reporter, overnight. inhibition, % at 20 µM. actives 1.7% (n = 360,000). AID 588405, 2011;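 active = inhibition of at least 50% at 20 µM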
# CaV13 FRET inh: Disruptors of the CACNA1D IQ motif to Ca2+-dependent inactivation inhibitor domain association, primary screening, Förster resonance energy transfer in intact living …; actives 0.098% (n = 340,000); inhibition, % at 12.3 µM; HEK cells, CFP/YFP FRET ICDI-IQ, plate reader, 10 min; percent FRET-ratio fall versus neutral wells;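 active = mean replicate inhibition of at least 30% and at least 1% of replicates passing that level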;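 note: 0% = median of the neutral control wells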
# PDI turbidity: inhibitors of human PDI, primary screen, biochemical, turbidity, single point, plate reader. Protein disulfide-isomerase (Homo sapiens), P07237. PDI insulin aggregation turbidity, A650, 90 min. inhibition, % at 10 µM. actives 0.052% (n = 350,000). AID 588391, 2011;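 active = mean inhibition across replicates of 30% or more, whatever share of single replicates reach that level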;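 note: absorbance from insulin aggregation driven by PDI reduction with DTT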
# Target sequence (P07237 whole entry, looked up): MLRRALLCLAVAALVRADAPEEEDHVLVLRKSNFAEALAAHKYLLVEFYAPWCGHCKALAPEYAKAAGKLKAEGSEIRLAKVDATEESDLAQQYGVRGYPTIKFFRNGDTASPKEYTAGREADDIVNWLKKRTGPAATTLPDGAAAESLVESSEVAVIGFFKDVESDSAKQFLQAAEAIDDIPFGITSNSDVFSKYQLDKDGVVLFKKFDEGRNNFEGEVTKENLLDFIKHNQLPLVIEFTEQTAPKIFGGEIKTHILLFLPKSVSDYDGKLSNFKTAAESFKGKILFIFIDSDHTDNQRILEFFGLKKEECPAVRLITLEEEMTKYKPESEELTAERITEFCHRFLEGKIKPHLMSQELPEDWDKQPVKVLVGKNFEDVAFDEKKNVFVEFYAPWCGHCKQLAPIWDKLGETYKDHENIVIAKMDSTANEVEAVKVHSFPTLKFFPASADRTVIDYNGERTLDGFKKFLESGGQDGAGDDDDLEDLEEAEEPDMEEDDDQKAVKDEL
# NR2E3 ag-2: inhibitors of NR2E3-RetCOR corepressor binding, primary screen, NR2E3 agonist project, biochemical, TR-FRET, GST-NR2E3, biotin-RetCOR; 1536-well; inhibition of corepressor binding, % at 4.78 µM; actives 0.12% (n = 320,000); AID 2300, 2010;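 active = percent inhibition above the cutoff of mean plus 3 SD of all tested compounds, set per screening campaign, cut at about 20% in these data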;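 note: 0% = DMSO wells and 100% = biotin wells as full block of FRET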
#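 System: GST-tagged NR2E3 plus biotinylated RetCOR corepressor; Buffer or medium: pH 7.5 Tris-based buffer; Probe or stimulus: RetCOR corepressor, biotinylated, 7 nM; Doses: compound at 4.8 µM, single dose; Schedule: 5 h incubation at 4 °C; Technique: time-resolved FRET; Evaluation: percent inhibition of TR-FRET ratio; Replication: one well per compound, singlicate testing.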
# MITF TRPM1 inh: inhibitors of MITF-dependent TRPM1 promoter reporter, primary screen, cell-based, SK-MEL-5, single point, luciferase; AID 488899, 2010; inhibition, % at 12.5 µM; SK-MEL-5 TRPM1 promoter luciferase, 24 h; actives 0.83% (n = 330,000);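 active = mean inhibition across replicates of 60% or more, whatever share of single replicates reaches that level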; note: values of inactives mirror those of a sister screen read the other way
# * marks the source's active call; other numbers are inactive results; / = no result given.
SMILES,Granule exo inh,HIF-2a inh,aDG glyco act,iPSC survival up,NR2E3 ag-1,Vif imaging,Peg3 promoter,CaV13 FRET inh,PDI turbidity,NR2E3 ag-2,MITF TRPM1 inh
CC(O)CNCCOc1ccccc1-c1ccccc1 (stereo unspecified),-2.2,15.4,0.1,-0.2,-15.1,5.1,5.1,-1.3,5.6,-0.9,6.6
O=C1c2ccccc2C(=O)N1CCCCN(C(=O)c1ccc(Cl)s1)c1ccc(Cl)cc1,2.5,25.7,0.6,-0.1,-30.2,-3.1,21.0,-4.1,-0.2,-0.5,3.0
O=C(NCCc1ccccc1F)C1CC(O)CN1C(=O)Nc1ccccc1 (stereo unspecified),1.1,14.7,-0.1,-0.5,-0.7,-5.8,-5.0,-4.1,-2.7,/,0.7
COc1ccccc1N1CCN(CC(=O)N2CCCC2)CC1,-1.4,16.1,0.1,-0.3,2.0,-1.4,16.9,0.0,1.5,-1.9,5.4
COc1ccc(Nc2nc(NCc3ccco3)nc(N3CCOCC3)n2)cc1,-2.0,23.2,-0.1,-0.6,34.7,-3.2,7.1,5.2,-2.9,-1.0,-40.0
NS(=O)(=O)c1ccc(NNC(=O)c2ccccc2)cc1,-2.2,15.1,0.0,0.7,-14.5,-2.8,7.4,-4.9,1.2,1.2,-0.2
CCCn1c(N)c(N(CCOC)C(=O)COC(=O)CSc2cc(C)c3ccccc3n2)c(=O)[nH]c1=O,-3.1,7.5,-0.1,0.0,-8.3,/,-9.6,-1.5,5.4,1.8,-5.6
Cc1ccc(C2=NN(CCC#N)C(=O)CO2)cc1,-0.3,5.7,0.2,-0.1,8.2,-0.4,6.9,-3.9,-2.4,1.1,1.5
O=S1(=O)CCN(Cc2ccccc2)CC1,-9.1,-3.6,-0.1,-0.7,9.6,0.1,3.5,-5.5,-52.5,/,/
S=c1[nH]nc(-c2ccco2)n1/N=C/c1ccccc1Cl,-7.7,10.9,-0.2,-0.8,-11.8,-0.8,4.4,-3.3,18.1,-1.2,-8.9

# Arranged by the number under NR2E3 ag-1 (lowest first): 3 of the compounds above
Molecule	NR2E3 ag-1
CC(O)CNCCOc1ccccc1-c1ccccc1 (stereo unspecified)	-15.1
CCCn1c(N)c(N(CCOC)C(=O)COC(=O)CSc2cc(C)c3ccccc3n2)c(=O)[nH]c1=O	-8.3
Cc1ccc(C2=NN(CCC#N)C(=O)CO2)cc1	8.2

# More compounds follow:
SMILES,Granule exo inh,HIF-2a inh,aDG glyco act,iPSC survival up,NR2E3 ag-1,Vif imaging,Peg3 promoter,CaV13 FRET inh,PDI turbidity,NR2E3 ag-2,MITF TRPM1 inh
COc1cccc(C(=O)Nc2cc(C)on2)c1OC,-0.2,-156.0,0.0,-0.6,-32.1,-6.8,-79.7,-5.9,1.1,2.2,-21.0
CC(C)OCCCNc1nc2c(c(=O)n(Cc3ccccc3F)c(=O)n2C)n1C,-1.9,12.8,-0.3,2.8,-9.4,-4.3,25.1,/,-0.6,-0.1,10.7
Cc1ccc2cccc(NC3OC(=O)c4ccccc43)c2n1 (stereo unspecified),-4.5,-11.4,0.1,-2.7,1.4,-5.6,6.3,-5.2,2.2,-1.9,11.5
Cc1ccc(NC(=O)CC(C)N2CCCC2)cc1 (stereo unspecified),-2.5,-2.7,0.2,-2.6,-0.3,8.9,4.7,-2.8,6.0,2.0,6.3
COc1cc2nc(CN(C)Cc3ccc(F)cc3)[nH]c(=O)c2cc1OC,1.1,25.9,-0.3,4.6,-1.7,23.7,7.5,-19.6,-3.0,3.7,9.7
Cc1cc(C(=O)COC(=O)C2=COCCO2)c(C)n1-c1ccc2c(c1)OCO2,-2.3,-154.7,0.2,5.0,-19.8,-7.2,-246.6,-3.9,5.4,-1.8,-61.1
CC(=O)N1c2ccc(S(=O)(=O)NC(CC(=O)O)c3ccc(Br)cc3)cc2CC1C (stereo unspecified),0.2,16.4,-0.2,-0.2,-24.1,1.1,14.4,-15.4,-1.7,-3.8,5.2
COc1ccc(CCN(C)Cc2ccc(OC)c(OCc3ccccc3)c2)cc1OC,-0.5,-13.3,1.0,0.3,-24.0,9.4,1.5,-8.0,-1.2,1.7,-2.5
Cc1ccc(NC(=S)NNC(=O)c2c(Cl)c(C)nn2C)cc1,2.1,-12.0,0.1,0.1,-29.1,-15.4,-0.2,-8.8,7.2,-0.1,-4.3
Cc1ccc(-n2nnc3c(=O)n(CC(=O)NCc4ccccc4)cnc32)cc1,1.3,-7.4,-0.2,-3.2,28.1,-10.1,15.2,11.9,/,0.7,/

# An excerpt from above, reduced to MITF TRPM1 inh.
SMILES	MITF TRPM1 inh
CC(=O)N1c2ccc(S(=O)(=O)NC(CC(=O)O)c3ccc(Br)cc3)cc2CC1C (stereo unspecified)	5.2
COc1ccc(CCN(C)Cc2ccc(OC)c(OCc3ccccc3)c2)cc1OC	-2.5

# Other results follow:
SMILES,Granule exo inh,HIF-2a inh,aDG glyco act,iPSC survival up,NR2E3 ag-1,Vif imaging,Peg3 promoter,CaV13 FRET inh,PDI turbidity,NR2E3 ag-2,MITF TRPM1 inh
Cc1ccsc1/C=N/NC(=O)Cn1cnc2ccccc21,-6.3,5.8,0.2,-1.6,-14.1,3.5,3.0,-6.3,-2.3,-3.4,-6.2
O=C(O)/C=C/C(=O)NC1CCCCCCCCCCC1,11.2,19.1,1.5,-0.4,3.0,-1.3,17.3,-4.9,-11.2,5.0,-2.6
CCOC(=O)CCCCCC(=O)Nc1ccc2c(c1)C(=O)N([C@@H](C)CO)C[C@H](C)[C@H](CN(C)C(=O)NC(C)C)OCCCC[C@H](C)O2,2.8,-2.2,1.2,-3.1,-23.1,-1.2,-2.1,-3.4,-8.5,/,/
Cn1cnnc1SCCCN1C(=O)c2cccc3cccc(c23)C1=O,13.4,-38.5,-0.2,0.1,-13.3,-13.6,-1.6,-2.5,-0.7,1.3,6.3
Cc1oc(-c2ccccc2F)nc1CS(=O)CC(=O)NCc1ccc2c(c1)OCO2 (stereo unspecified),1.3,-1.3,-0.2,-2.3,13.1,0.7,0.5,-6.5,/,-0.1,/
C=CCN1C(=O)C(C)(C)N(C(C)=O)c2ccccc21,-1.6,11.6,0.7,1.9,20.9,-0.4,5.8,-4.4,-1.1,-0.8,5.9
O=C(CN1CCCC1)Nc1ccc(F)cc1,-6.5,-3.5,-0.1,1.8,-14.0,6.1,-2.3,-5.1,-6.7,6.5,8.3
Cc1cc(C)c(S(=O)(=O)c2ccc(C(C)(C)C)cc2)c(Cl)n1,-6.8,-5.1,0.2,1.2,-17.2,-14.4,-0.9,-4.1,-17.9,3.8,5.6
Cc1cc(C)cc(NC(=O)CN2C(=O)C3CC=CCC3C2=O)c1 (stereo unspecified),2.8,2.2,0.3,-0.4,4.2,-1.3,14.3,-3.3,-7.1,3.5,3.3
Cc1ccc(NC(=O)COCC(=O)Nc2ccc(F)cc2)cc1,-11.9,0.0,-0.1,0.0,-0.7,-1.8,16.9,-3.8,1.4,0.3,-7.6
Cc1cc(N2CCOCC2)ccc1/C=C1/SC(=O)NC1=O,-1.8,-204.6,0.2,-1.4,-81.9,0.0,-197.7,-41.8,-0.8,-2.0,-52.8
O=C(O)c1cn(Cc2ccccn2)c(=O)c2ccccc12,-1.9,19.2,0.0,-0.2,-5.9,-0.6,6.5,3.8,6.1,-4.2,2.0
CCCC(C)C(=O)Nc1ccc(S(=O)(=O)Nc2nccs2)cc1 (stereo unspecified),6.4,10.8,-0.3,-0.8,-9.0,5.5,-1.8,-7.3,9.9,3.8,1.8
Cc1cccc(NC(=S)N(CCN(C)C)C(C)c2ccco2)c1 (stereo unspecified),-3.6,12.9,0.1,-0.8,19.7,2.5,4.1,-18.0,-0.8,1.2,17.9
O=C1[C@H]2[C@@H](C3CC3)N3C(=O)CN(Cc4ccccn4)C(=O)[C@@]3(Cc3ccccc3)[C@H]2C(=O)N1c1ccccc1,5.8,9.8,-0.2,-1.9,-5.7,-1.0,-0.8,-4.4,2.9,0.8,-10.1
O=C(NCC1CCCCC1)c1cccc(Br)c1,-1.7,-95.1,-0.2,-0.2,-50.6,-4.1,-58.4,-5.4,1.2,1.0,-23.9
CCOc1ccc([C@@H]2CC=C(C(=O)O)[C@H](c3cccc(Cl)c3)N2S(=O)(=O)c2ccc(C)cc2)cc1,-4.5,5.9,-0.1,-3.8,-6.5,-6.3,9.1,-4.2,5.6,1.5,-1.4
CCOC(=O)C1C(C(=O)OCC)C(C)(C)C1N(C)C (stereo unspecified),-5.8,10.8,0.1,-1.8,-20.7,-11.9,5.6,-6.3,3.0,/,/
Cc1ccc(-c2cc(C(=O)NC3=NCCS3)c3ccccc3n2)cc1C,-2.8,-228.1,-0.2,-1.4,-83.1,-21.8,-159.1,-4.5,1.6,-1.1,-39.3
Cc1nn(-c2cccc(C(=O)O)c2)c(C)c1Oc1ccccc1O,0.2,7.3,0.0,-1.6,-3.0,15.8,4.4,/,4.0,1.3,8.4
COc1cc(/C=N\NC(=O)c2ccc(-c3ccccc3)cc2)cc(Br)c1O,17.0,-10.6,0.0,3.2,-11.1,-4.1,-54.1,-5.5,7.8,4.4,-4.0
CC(=O)c1ccc(S(=O)(=O)NCCC(=O)OCC(=O)N(Cc2ccccc2)C(C)(C)C)cc1,-2.0,7.4,0.5,0.2,7.8,-1.7,1.8,-2.4,-11.3,1.1,-7.8
O=c1[nH][nH]c(-c2ccccc2)c1C=Nc1ccccc1Cl,-1.3,2.1,-0.3,1.0,2.4,8.0,16.7,-4.7,3.9,-2.0,10.4
COC(=O)c1cc(OC)c(OC)cc1NC(=O)CC1CCCCC1,9.9,-0.1,0.3,0.1,-4.0,-6.2,15.2,-7.3,-4.5,-2.1,3.2
Cc1cccc(NS(=O)(=O)c2cccs2)c1,1.4,-3.5,0.1,-0.7,-5.8,-6.0,15.1,/,0.2,1.2,0.5
N#Cc1c(-c2cccnc2)c2c([nH]c1=S)CCCC2,19.5,18.5,0.1,-1.8,6.4,14.0,8.9,/,-0.2,10.2,1.6
CS(=O)(=O)c1ccc(-n2c(=O)n(Cc3ccccc3)c(=O)c3[nH]cnc32)cc1,-12.9,14.3,0.0,-0.7,-5.4,-18.4,12.1,-19.8,5.5,2.6,8.3
Cc1ccc(NC(=O)CSc2nc(=O)n(CCN3CCOCC3)c3c2CCCC3)cc1,1.2,31.9,0.2,-0.1,-6.8,-16.8,25.5,-7.4,4.3,-4.7,10.2
Cc1cccc(NC(=S)Nc2cccc3ccccc23)c1,15.9,-132.7,0.1,-0.5,-27.1,5.1,-21.9,-5.1,4.2,1.5,17.1
CCc1nnc(NC(=O)c2cc(S(=O)(=O)N(CC)CC)ccc2Cl)s1,0.5,4.8,0.4,0.6,-5.9,-0.2,3.4,-7.7,1.8,5.1,3.6
